# High-throughput results from PubChem BioAssay.
# FH mod = Identification of activators of human fumarate hydratase by quantitative high-throughput screening | Potency, µM (doses to about 79.9 µM), inactives show top-dose activity change, negative = inhibition, usual class: inhibitors | FH coupled MDH/diaphorase resazurin fluorescence, 15 min | 0.22% of 54,000 active | AID 1347055, 2019 | Fumarate hydratase, mitochondrial (Homo sapiens), P07954; also: potency is read from the fitted curve at half-maximal effect; % is scaled to controls: 0 for no effect and ±100 for the full control effect; the screen sought activators but most active calls are inhibition curves; nearly all actives have a fitted effect of over 45% in size
# GALK inh = qHTS Assay for Inhibitors of Human Galactokinase (GALK): NCGC Sytravon Library Screen; AID 1347072, 2019; P51570; Potency, µM (doses to about 57.5 µM), inactives show top-dose activity, negative = inhibition, hits mostly inhibitors; 44,000 tested, under 10 active; recombinant GALK, Kinase-Glo ATP luminescence, 1 h;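 also: plate controls were full GALK reaction for no effect and reaction lacking GALK for full effect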
# Target sequence (P51570 whole entry, looked up): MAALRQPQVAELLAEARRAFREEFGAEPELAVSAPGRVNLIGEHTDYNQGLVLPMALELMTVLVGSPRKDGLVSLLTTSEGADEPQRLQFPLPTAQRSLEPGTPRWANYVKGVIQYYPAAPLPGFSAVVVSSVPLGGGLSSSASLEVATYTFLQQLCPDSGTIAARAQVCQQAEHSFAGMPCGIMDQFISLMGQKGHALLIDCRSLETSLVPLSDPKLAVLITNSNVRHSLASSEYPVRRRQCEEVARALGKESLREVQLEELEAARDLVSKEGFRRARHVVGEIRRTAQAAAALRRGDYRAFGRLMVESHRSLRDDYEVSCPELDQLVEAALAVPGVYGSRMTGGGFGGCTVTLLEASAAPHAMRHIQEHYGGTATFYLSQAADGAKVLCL
#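 Luminescent ATP-depletion readout (Kinase-Glo Plus) after 1 h room-temperature incubation of human GALK (5 nM) with galactose 100 µM and ATP 35 µM, pH 8.0 HEPES/Mg2+ buffer; compounds tested in qHTS format.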
# PTAP-TSG101 blk = qHTS Validation Assay for Inhibitors of HIV-1 Budding by Blocking the Interaction of PTAP/TSG101: Sytravon Library Screen | Fluorescence polarization, FITC-PTAP peptide/Tsg101, 20 min | 44,000 tested, under 10 active | AID 1347069, 2019 | Potency, µM (doses to about 115 µM), for inactives: at the highest dose activity change, negative = inhibition, usual class: inhibitors | Tumor susceptibility gene 101 protein (Homo sapiens), Q99816; also: potency is read from the fitted curve at half-maximal effect; 0% is about no effect
#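 Fluorescence polarization: Tsg101 binding domain (10 uM final) in 10 mM HEPES pH 7.5, 0.15 M NaCl, 0.01% Tween 20, 3 mM EDTA, 0.1 mM TCEP; compounds pinned; FITC-PTAP peptide 50 nM final; 20 min, r.t.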
# B2AR arrestin ag = qHTS assay of beta-arrestin-biased ligands of beta2-adrenergic receptor: NCGC Sytravon Library Screen | 44,000 tested, under 10 active | Beta-2 adrenergic receptor (Homo sapiens), P07550 | HTLA Tango cells, beta-arrestin recruitment, luciferase luminescence, 18 h | Potency, µM (doses to about 46.1 µM), inactives show at the highest dose activation, actives largely listed as activators;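 also: potency is read from the fitted curve at half-maximal effect; 0% = DMSO and full agonism = EC100 isoproterenol or metaproterenol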
# Target sequence (P07550 whole entry, looked up): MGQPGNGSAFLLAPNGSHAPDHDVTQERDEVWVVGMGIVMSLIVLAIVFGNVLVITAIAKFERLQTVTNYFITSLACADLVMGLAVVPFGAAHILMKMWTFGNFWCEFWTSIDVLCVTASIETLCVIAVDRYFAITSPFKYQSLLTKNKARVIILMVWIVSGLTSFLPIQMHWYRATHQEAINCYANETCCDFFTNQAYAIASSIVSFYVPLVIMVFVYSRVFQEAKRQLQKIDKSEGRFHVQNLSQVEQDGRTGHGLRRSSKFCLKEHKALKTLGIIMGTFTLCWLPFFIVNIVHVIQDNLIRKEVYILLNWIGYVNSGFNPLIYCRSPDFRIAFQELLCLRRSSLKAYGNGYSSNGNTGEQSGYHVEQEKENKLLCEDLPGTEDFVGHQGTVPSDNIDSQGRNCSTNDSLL
#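 Tango cells expressing recombinant beta2-AR and beta-arrestin were treated with compounds (up to 46 microM titration) in DMEM with 1% FBS for 18 hr at 37 degrees C. Beta-arrestin recruitment drove tTA-dependent luciferase, read by luminescence; curves were fitted and classed.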
# NTMT1 inh = Primary qHTS for Inhibitors of N-terminal methyltransferase 1 (NTMT1): MTaseGlo Assay | Potency, µM (series often up to 114 µM), for the others: at the top dose activity change, negative = inhibition, hits mostly inhibitors | NTMT1 MTase-Glo SAH luminescence, purified enzyme | 2.5% of 59,000 active;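 also: potency is read from the fitted curve at half-maximal effect; plate controls were DMSO vehicle for no effect and no enzyme for full effect; nearly all actives have a fitted effect of over 65% in size; many of its hits are not listed in these tables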
# Target sequence (Q9BV86 whole entry, looked up): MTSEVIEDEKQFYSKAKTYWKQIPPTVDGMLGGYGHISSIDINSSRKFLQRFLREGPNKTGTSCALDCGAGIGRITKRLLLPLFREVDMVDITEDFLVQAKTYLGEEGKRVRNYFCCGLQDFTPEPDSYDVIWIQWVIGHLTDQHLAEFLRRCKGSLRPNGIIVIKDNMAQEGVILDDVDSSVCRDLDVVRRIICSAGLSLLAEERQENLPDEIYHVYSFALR
# p53null 32C kill = qHTS Screen for Compounds that Selectively Target Cancer Cells with p53 Mutations: Cytotoxicity of p53 Null Cells at the Permissive Temperature. H1299-neo p53 null cells, ATP luminescence, 24 h, 32C. Potency, µM (top dose mostly 46.1 µM), for inactives: at the highest dose activity change, negative = cytotoxicity, hits mostly cytotoxic. 0.62% of 55,000 active;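 also: potency is read from the fitted curve at half-maximal effect; 0% = DMSO only and -100% = full killing by 100 µM tamoxifen; nearly all actives have a fitted effect of over 55% in size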
#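 H1299-neo (p53 null) cells, 600/well, treated 24 h at 32C with compound up to 46 uM; ATPlite luminescence viability, normalized to DMSO and 100 uM tamoxifen; AC50 by Hill fit.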
# p53null 39C kill = qHTS Screen for Compounds that Selectively Target Cancer Cells with p53 Mutations: Cytotoxicity of p53 Null Cells at the Nonpermissive Temperature; H1299 p53-null (neo) cells, 39C, ATPlite viability, 24 h; Potency, µM (highest dose often 46.1 µM), without a hit: top-dose activity, negative = cell killing, actives largely listed as cytotoxic; 0.97% of 55,000 active;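 also: potency is read from the fitted curve at half-maximal effect; 0% = DMSO only and -100% = full killing by 100 µM tamoxifen; nearly all actives have a fitted effect of over 50% in size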
#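 H1299 lung cancer cells, p53-null (H1299-neo) or expressing p53 A138V (H1299-p53A138V), were plated overnight at 37C, then exposed to compounds at up to 46 uM for 24 hr at 39C. Viability was read by ATP-based luminescence.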
# The depositor's hits bear a star; ? = inconclusive; . = no result given; [ ] = dose if it differs, or a comment. Calls follow the shape of the dose curve; as a rule, active = well fitted curve in the direction sought with a large enough effect; inconclusive = small, poorly fitted or top-dose-only effect, or another doubt; inactive = no such curve, though single readings can be large; an effect the other way counts as inactive or inconclusive. A portion of the library; count on the stated rates, not on these rows.
SMILES,FH mod,GALK inh,PTAP-TSG101 blk,B2AR arrestin ag,NTMT1 inh,p53null 32C kill,p53null 39C kill
Cc1ccc(C)c(NC(=O)N2CCC(CN3CCOCC3)CC2)c1,0%,1%,4%,1%,-18%,0%,4%
CCCN(CCC)C(=O)Cn1c(=O)n(-c2ccc(C)c(C)c2)c(=O)c2c3c(sc21)CCCCC3,-22%,-5%,1%,1%,?,11%,-2%
Cc1cc(=O)[nH]c2nnc(SCc3cccc(F)c3)n12,3%,-3%,1%,-2%,10%,-6%,7%
Cc1ccc(NC(=O)CSc2nc(-c3cccs3)nc3cc(=O)[nH]n23)cc1C,-17%,-6%,2%,0%,?,16%,10%
Cc1ccc(NC(=O)CSc2nc3c(oc4ccccc43)c(=O)n2Cc2ccco2)cc1,0%,-7%,2%,1%,-9%,-1%,-1%
CCCn1c(CCC(=O)Nc2ccc(OCC)cc2)nc2cccnc21,-10%,-1%,0%,0%,13%,?,-10%
Cc1ccc(-c2nc(CS(=O)CC(=O)N3CCN(c4ccccc4)CC3)c(C)o2)cc1 (stereo unspecified),?,7%,0%,1%,-3%,0%,-14%
O=C(CSc1nccn1Cc1ccc(F)cc1)NCc1ccco1,-23%,-5%,-1%,-1%,1%,1%,34%[activator]
Fc1ccccc1N1CCN(c2c3c(nc4nncn24)CCC3)CC1,-3%,6%,-6%,-1%,2%,2%,-22%
CC(=O)Nc1ccccc1OCc1cc(=O)n2c3c(sc2n1)CCCC3,-10%,6%,-6%,-2%,12%,-9%,-2%
Cc1cc(Nc2ccccc2C)n2nc(Cc3ccc(Cl)cc3)nc2n1,-6%,-3%,0%,-2%,4%,8%,-22%
CN1CCN(C(=O)C(=O)Nc2c3c(nn2-c2ccc(Cl)cc2)CSC3)CC1,9%,2%,1%,-3%,-9%,-1%,9%
CCN1CCN(c2ncc3c(n2)CCN(Cc2ccc(OC)c(OC)c2)C3)CC1,4%,-1%,-1%,1%,-1%,10%,-7%
COCCCNC(=O)CSc1nc2cc(OC)c(OC)cc2c2nc(-c3ccccc3)nn12,-2%,8%,-5%,1%,-3%,0%,10%
Cc1cc(Nc2ccc(C)c(C)c2)n2cnnc2n1,4%,1%,1%,-1%,-7%,-6%,-9%
Cc1ccc2c(c1)c(=O)c1ccccc1n2CCCC(=O)Nc1ccc(Cl)cc1C,-1%,-20%,1%,1%,?,-9%,-5%
O=c1cc(-c2ccccc2)n2c(SCc3ccc([N+](=O)[O-])cc3)nnc2[nH]1,5%,1%,-5%,-3%,19%,-6%,17%
O=C(CSc1nc(-c2ccc(F)cc2)[nH]c1-c1ccccc1)NCC1CCCO1 (stereo unspecified),0%,1%,1%,-2%,-9%,14%,-16%
COc1ccc(-n2cc(C(=O)OCc3ccc(F)c(F)c3)c3ccccc3c2=O)cc1,-1%,2%,-3%,1%,-4%,-19%,2%
O=C(CCNS(=O)(=O)c1ccc2c(c1)CCN2C(=O)C1CC1)N1CCN(c2ccccc2F)CC1,-9%,-3%,-3%,-1%,17%,-3%,9%
Cc1ccc(COC(=O)c2[nH]c3c(c2C)C(=O)CC(c2ccc(N(C)C)cc2)C3)cc1 (stereo unspecified),-11%,2%,0%,1%,0%,1%,-22%
COc1cc(OC)c(NC(=O)Nc2cccc(OCc3cc(=O)n4ccccc4n3)c2)cc1Cl,-13%,3%,1%,0%,79µM*,-9%,9%
Cc1ccc(C)c(NC(=O)c2cc(S(=O)(=O)N3CCN(c4cccc(Cl)c4)CC3)ccc2F)c1,-11%,2%,-1%,0%,5%,0%,27%
CCc1ccc(S(=O)(=O)N(C(=O)Oc2ccccc2)c2ccc3oc(C)c(C(=O)OC)c3c2)cc1,-7%,-18%,-4%,1%,?,12%,7%
COCCCNC(=O)CSc1nc(-c2ccc(OC)cc2)[nH]c1-c1ccc(OC)cc1,2%,1%,1%,0%,-3%,10%,1%

# Compound profiles, from the list above. Order of values: FH mod	GALK inh	PTAP-TSG101 blk	B2AR arrestin ag	NTMT1 inh	p53null 32C kill	p53null 39C kill
# Cc1cc(=O)[nH]c2nnc(SCc3cccc(F)c3)n12 is listed with 3%	-3%	1%	-2%	10%	-6%	7%
# Fc1ccccc1N1CCN(c2c3c(nc4nncn24)CCC3)CC1 is listed with -3%	6%	-6%	-1%	2%	2%	-22%
# Cc1ccc(COC(=O)c2[nH]c3c(c2C)C(=O)CC(c2ccc(N(C)C)cc2)C3)cc1 (stereo unspecified) is listed with -11%	2%	0%	1%	0%	1%	-22%
# Cc1cc(Nc2ccc(C)c(C)c2)n2cnnc2n1 is listed with 4%	1%	1%	-1%	-7%	-6%	-9%
# CCCN(CCC)C(=O)Cn1c(=O)n(-c2ccc(C)c(C)c2)c(=O)c2c3c(sc21)CCCCC3 is listed with -22%	-5%	1%	1%	?	11%	-2%

# (listing goes on)
SMILES,FH mod,GALK inh,PTAP-TSG101 blk,B2AR arrestin ag,NTMT1 inh,p53null 32C kill,p53null 39C kill
Cc1ccccc1NC(=O)CCc1c(C)nc2c(c1C)c(=O)n(C)c(=O)n2C,-2%,7%,0%,1%,?,2%,-17%
COc1ccc(Cl)cc1NC(=O)CN(C)S(=O)(=O)c1ccc2c(c1)CCCN2C(C)=O,-32%,-2%,-12%,-1%,-2%,-6%,20%
CCOc1cc(CNCCSc2nnnn2C)cc(Cl)c1OCc1ccc(Cl)cc1,?,-2%,-1%,-1%,21%,?,11µM*
Cc1ccccc1N(C)S(=O)(=O)c1nnc(NC(=O)C(C)C)s1,3%,0%,-4%,0%,10%,7%,-6%
CC(C)(C)OC(=O)N1CCC(c2c(C(=O)NC3CCN(Cc4ccccc4)CC3)cnn2-c2ccc(F)cc2F)CC1,-21%,0%,-11%,0%,?,3%,-21%
Cc1ccc(CNc2ncnc3c2c(-c2ccccc2)cn3-c2ccccc2)cc1,-7%,-5%,0%,-4%,6%,1%,44%[activator]
CCc1ccccc1NS(=O)(=O)c1ccc(-c2coc(C)n2)cc1,-4%,0%,-3%,0%,8%,7.1µM*,10%
COc1ccc(CCNC(=O)c2cnc3sc(N4CCC(C)CC4)nn3c2=O)cc1OC,.,0%,-5%,0%,.,-5%,-24%
CCOc1ccc(CNC(=O)CCC(=O)N2CC3CCCN3c3ccccc32)cc1 (stereo unspecified),-12%,0%,-1%,?,26%,-7%,-3%
Cc1c(C(=O)OC2CCCC2)[nH]c2c1C(=O)CC(c1ccc(Cl)cc1)C2 (stereo unspecified),-12%,3%,2%,1%,11%,-1%,-9%
CCN(CC)C(=O)Cn1c(=O)n(-c2ccc(Cl)c(Cl)c2)c(=O)c2c(C)c(C(=O)N(CC)CC)sc21,-1%,1%,1%,-1%,-7%,-2%,5%
CCc1ccc(OC(C)C(=O)N2CCC(c3nc4ccccc4s3)CC2)cc1 (stereo unspecified),-4%,-5%,2%,-4%,-8%,15%,?
Fc1ccc(CNCCCSc2nnnn2-c2ccccc2)cc1,0%,?,1%,-3%,?,-5%,-6%
CSc1ncc(C(=O)NCc2ccc(Cl)cc2)c(C(F)(F)F)n1,-18%,6%,0%,0%,18%,-9%,-1%
O=S(=O)(c1ccccc1)c1nc(-c2cccs2)oc1SCc1ccc(F)cc1,-10%,0%,-1%,0%,6%,-5%,26%
CCOC(=O)c1ccc(NC(=O)c2c(NCc3cccc(OC)c3)sc3c2CCC3)cc1,-2%,-5%,0%,1%,?,11%,16%
Cc1cc(C)c(S(=O)(=O)n2cnc(C)c2)c(C)c1,6%,0%,-5%,3%,10%,-10%,-5%
Cc1cccc(NC(=O)CS(=O)(=O)c2nc(-c3ccccc3)cn2-c2cccc(Cl)c2)c1C,-30%,-2%,4%,-2%,-5%,13%,15%
C=C(C)Cn1c(SCC(=O)c2ccc(OC)cc2)nc2sc3c(c2c1=O)CCCC3,.,2%,-2%,-1%,.,-8%,13%
CCN(CC)c1ccc(NS(=O)(=O)c2ccc3c(c2)CCCN3C(C)=O)c(C)c1,-25%,2%,-8%,-1%,-13%,-4%,-4%
Cc1oc(-c2ccccc2F)nc1CS(=O)CC(=O)NC(C)C (stereo unspecified),-3%,-16%,0%,0%,-2%,-1%,-5%
CCOC(=O)c1sc(N2C(=O)c3oc4cc(C)c(C)cc4c(=O)c3C2c2ccc(C)cc2)nc1C (stereo unspecified),7%,2%,1%,0%,10%,-9%,-12%
CCOc1ccc(NC(=O)Cn2c(=O)n(Cc3ccccc3)c(=O)c3c4c(sc32)CN(C(C)=O)CC4)cc1,-21%,0%,-2%,0%,3%,6%,-3%

# Four of these compounds, set out differently:
# Values run as follows: FH mod, GALK inh, PTAP-TSG101 blk, B2AR arrestin ag, NTMT1 inh, p53null 32C kill, p53null 39C kill
COc1ccc(Cl)cc1NC(=O)CN(C)S(=O)(=O)c1ccc2c(c1)CCCN2C(C)=O
    -32%, -2%, -12%, -1%, -2%, -6%, 20%
CCOc1cc(CNCCSc2nnnn2C)cc(Cl)c1OCc1ccc(Cl)cc1
    ?, -2%, -1%, -1%, 21%, ?, 11µM*
Cc1ccccc1N(C)S(=O)(=O)c1nnc(NC(=O)C(C)C)s1
    3%, 0%, -4%, 0%, 10%, 7%, -6%
CC(C)(C)OC(=O)N1CCC(c2c(C(=O)NC3CCN(Cc4ccccc4)CC3)cnn2-c2ccc(F)cc2F)CC1
    -21%, 0%, -11%, 0%, ?, 3%, -21%
